KAT2A inh – qHTS Assay for Inhibitors of GCN5L2. 0.21% of 390,000 active. Potency, µM (series often up to 58.9 µM), without a hit: at the highest dose activity change, negative = inhibition, most hits filed as inhibitors. GCN5L2 HAT assay, ThioGlo1 CoA-SH fluorescence. AID 504327, 2011
Target sequence (Q92830 whole entry, looked up): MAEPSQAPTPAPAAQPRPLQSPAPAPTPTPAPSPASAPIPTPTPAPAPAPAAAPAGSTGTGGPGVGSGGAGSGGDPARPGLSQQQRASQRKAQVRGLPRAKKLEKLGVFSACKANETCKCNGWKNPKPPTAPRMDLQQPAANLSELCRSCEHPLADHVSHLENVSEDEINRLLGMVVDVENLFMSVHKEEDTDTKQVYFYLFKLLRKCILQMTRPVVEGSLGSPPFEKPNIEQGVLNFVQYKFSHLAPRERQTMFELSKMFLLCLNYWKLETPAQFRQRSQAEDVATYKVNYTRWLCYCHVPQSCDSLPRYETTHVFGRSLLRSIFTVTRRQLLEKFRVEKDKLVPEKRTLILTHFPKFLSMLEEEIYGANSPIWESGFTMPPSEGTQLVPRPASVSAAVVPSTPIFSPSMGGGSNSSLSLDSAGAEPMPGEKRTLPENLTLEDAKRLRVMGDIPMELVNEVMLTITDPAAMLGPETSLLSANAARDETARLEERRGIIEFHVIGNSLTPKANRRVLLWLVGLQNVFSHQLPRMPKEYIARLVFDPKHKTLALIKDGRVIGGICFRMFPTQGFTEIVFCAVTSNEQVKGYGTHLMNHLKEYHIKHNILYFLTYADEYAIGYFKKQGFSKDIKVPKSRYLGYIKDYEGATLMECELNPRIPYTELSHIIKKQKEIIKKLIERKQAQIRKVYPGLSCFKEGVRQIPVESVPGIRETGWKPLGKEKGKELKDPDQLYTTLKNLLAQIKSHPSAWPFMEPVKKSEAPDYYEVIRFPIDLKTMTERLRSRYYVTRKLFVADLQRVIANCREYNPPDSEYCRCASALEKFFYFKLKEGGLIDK
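qHTS, 1536-well. 20nM enzyme, pH 7.5 HEPES/EDTA/Tween-20 buffer; 15 min compound preinc., RT. Start: 75uM H3(1-25), 70uM AcCoA, 50uM ThioGlo1. Read Ex340/Em540 at t=0 (autofluorescence flag) and t=20 min.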
FEN1 inhibitor – qHTS Assay for the Inhibitors of Human Flap endonuclease 1 (FEN1). P39748. Recombinant FEN1 flap cleavage, fluorescence, 15 min. Potency, µM (highest dose often 114 µM), without a hit: top-dose activity change, negative = inhibition, most hits filed as inhibitors. 0.35% of 390,000 active; also: nearly all actives have a fitted effect of over 65% in size
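Potency values derive from four-parameter Hill fits of normalized qHTS data. The reaction used 10 nM FEN1 preincubated 15 min at room temperature with compound, then 50 nM DNA substrate, read at 0 and 15 min.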
N370S GC – qHTS Assay for Inhibitors and Activators of N370S glucocerebrosidase as a Potential Chaperone Treatment of Gaucher Disease. N370S GC spleen homogenate, 4MU-glucoside fluorescence. Potency, µM (highest dose often 59.4 µM), for the others: at the highest dose activity change, negative = inhibition, most hits filed as inhibitors. 0.092% of 330,000 active;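 also: 0% = full enzyme activity and -100% = no enzyme basal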
Active calls of the source: *; ? = inconclusive; nt = no result given; & = joins results of further samples; [ ] = dose if it differs, or a comment. Calls follow the shape of the dose curve; as a rule, active = well fitted curve in the direction sought with a large enough effect; inconclusive = small, poorly fitted or top-dose-only effect, or another doubt; inactive = no such curve, though single readings can be large; an effect the other way counts as inactive or inconclusive. Unless noted, % is scaled to controls: 0 for no effect and ±100 for the full control effect; potency is read from the fitted curve at half-maximal effect.

Compound | KAT2A inh | FEN1 inhibitor | N370S GC
O=C1CC(N2CCSCC2)C(=O)N1c1cccc(Br)c1 (stereo not given) | -8% | -1% | 1%
O=C(/C=C/c1ccccc1Cl)Nc1nc(-c2cccs2)ns1 | 1% | -1% | nt
CCOC(=O)C1CCCN(c2cc(NCCCO)c([N+](=O)[O-])c3nonc23)C1 (stereo not given) | 1% | nt | -9%
Cc1nc([N+](=O)[O-])cn1Cc1cccc([N+](=O)[O-])c1 | -5% | 0% | -5%
O=C(NCCCN1CCOCC1)C1Cc2c(ccc3ccccc23)O1 (stereo not given) | -7% | 0% | -2%
CCCN(CCC)C(C)C(=O)NCC1(c2ccccc2)CCCC1 (stereo not given) | -7% | -14% | -15%
CCn1c(SCC(=O)Nc2cc(C)on2)nnc1-c1cccnc1 | -4% | 7% | -15%
CCn1c(CSCc2ccc(Cl)cc2)n[nH]c1=S | -8% | 17% | -1%
Cc1cc(C[n+]2cc(Cl)ccc2N)c2ncccc2c1 | -2% | -21% | -1%
CN(C(=O)Nc1ccccc1)C1CCCc2ccccc21 (stereo not given) | 0% | 1% | 9%
COc1ccc(NC(=O)CCc2c(C)nn(-c3ccc(N4CCOCC4)nn3)c2C)cc1Cl | -5% | -6% | nt
COc1ccc(C)cc1NC(=O)C/C(C)=N/NC(=O)Cc1cccc2ccccc12 | -8% | -22% | 7%
O=C(/C=C/Nc1ccccc1F)c1ccc(Br)cc1 | -1% | -3% | 12%
O=C(N/N=C/c1cccs1)c1cncc(Br)c1 | -8% | -3% | -8%
CCNc1nc(Cl)nc(NC2CCCCC2)n1 | -4% | 0% | -10%

Some of these compounds in order of formula weight, rising.
Compound | KAT2A inh | FEN1 inhibitor | N370S GC
CN(C(=O)Nc1ccccc1)C1CCCc2ccccc21 (stereo not given) | 0% | 1% | 9%
O=C(NCCCN1CCOCC1)C1Cc2c(ccc3ccccc23)O1 (stereo not given) | -7% | 0% | -2%
CCOC(=O)C1CCCN(c2cc(NCCCO)c([N+](=O)[O-])c3nonc23)C1 (stereo not given) | 1% | nt | -9%

Continued.
Compound | KAT2A inh | FEN1 inhibitor | N370S GC
Cc1ccc(N(Cc2cccs2)C(=O)C(C)Oc2ccc(Cl)c(C)c2)cc1 (stereo not given) | -17% | -22% | nt
Nc1nc(C23CC4CC(CC(C4)C2)C3)[nH]c(=O)n1 | -12% | ? | -1%
Cc1ccc(CNC(=O)CN(c2cccc([N+](=O)[O-])c2)S(=O)(=O)c2ccccc2)cc1 | -4% | 1% | 1%
COc1ccc2c(c1)nc(SCC(O)c1ccccc1)n2C (stereo not given) | -5% | 2% | 4%
Cc1c(S(=O)(=O)N2CCN(C(c3ccccc3)c3ccccc3)CC2)c(=O)n(C)c(=O)n1C | ? | 0% | -14%
CCC(C)NC(=O)CO/N=C/c1ccccc1OC(F)F (stereo not given) | 0% | -9% | 15%
CCCOC(=O)CSC1=C(C#N)C(c2ccc3c(c2)OCO3)CC(=O)N1 (stereo not given) | -4% | -3% | -12%
CCCCC(=O)NNC(=S)NC(=O)c1ccc([N+](=O)[O-])cc1 | ? | -1% | 2%
Cc1cccc(-n2nnc3c(=O)n(Cc4ccccn4)cnc32)c1 | -6% | -9% | -5%
O=C(CN1CCN(c2ccc(F)cc2)CC1)Nc1ccccc1Br | 10% | -12% | -1%
CN(c1ccc([N+](=O)[O-])cc1/C=N/NC(=O)COc1ccccc1)C1CCCCC1 | 4% | 0% | 3%
N#CC1=C(S)N(c2ccccc2)C(c2ccc(-c3ccccc3Cl)o2)NC1=O (stereo not given) | -15% | -6% | -5%
O=C(Nc1ccccc1)Nc1ccc2ncoc2c1 | -28% | -6% | 10%
CC(NC(=O)CCCN1C(=O)CCn2nc(-c3cn(C)c4ccccc34)cc21)c1ccccc1 (stereo not given) | 1% | -7% | nt
CCc1ccc2nc(NC(=O)CCCc3cccs3)sc2c1 | 1% | -3% | nt
Clc1ccc(OCCCN2CCCCC2)c(Br)c1 | -11% | -6% | 3%
O=C(CCCN1C(=O)c2cccc3cccc(c23)C1=O)N1CCN(c2ccccc2)CC1 | -12% | -17% | 3%
O=C(Nc1ccc2c(c1)OCCO2)C1CCCN(S(=O)(=O)Cc2ccccc2)C1 (stereo not given) | -5% | -12% | -2%
CCn1nc(C(=O)OCC(=O)NCC(C)C)c2ccccc2c1=O | -7% | -8% | -8%
Cc1cc(NC(=O)COC(=O)CCNS(=O)(=O)c2cccc(C(F)(F)F)c2)no1 | -6% | -3% | 4%
O=c1oc2cc(Oc3ccc(C(F)(F)F)cc3[N+](=O)[O-])ccc2c2c1CCCC2 | 2% | 10% | ?
OC(COCc1ccc(Cl)cc1)CN1CCc2ccccc2C1 (stereo not given) | -3% | 7% | -7%
O=c1oc(-c2cccc(C(F)(F)F)c2)nn1-c1ccc(C(F)(F)F)cn1 | -6% | -3% | -14%
COc1ccc(C(=O)Nc2cccc(/C(C)=N\NC(=O)c3ccoc3C)c2)cc1OC | ? | -10% | -17%
S=C(Nc1ccccc1)Nc1cccc(Br)c1 | -6% | -4% | 12%
CCN(CC(=O)Nc1c(F)cccc1F)C(=O)CCc1nc2sc3c(c2c(=O)[nH]1)CCCC3 | ? | ? | -9%
CNC(=S)N(CCO)Cc1cc2cc3c(cc2[nH]c1=O)OCO3 | -4% | 16% | ?
Cc1ccsc1C(=O)OCC(=O)N1CCOCC1 | -5% | -1% | 6%[2.35 µM]
Cc1ccc(NC(=O)CN(C)C(=O)c2ccc(NC(=O)CC3SC(N4CCCC4)=NC3=O)cc2)cc1 (stereo not given) | -2% | 15% | -1%
COc1ccc(-n2nnc3c(=O)n(CC(=O)N4CCCCC4)cnc32)cc1 | -1% | -5% | 1%

Rewritten field by field: two of the compounds above
OC(COCc1ccc(Cl)cc1)CN1CCc2ccccc2C1 (stereo not given)
  KAT2A inh: -3%	FEN1 inhibitor: 7%	N370S GC: -7%
O=c1oc(-c2cccc(C(F)(F)F)c2)nn1-c1ccc(C(F)(F)F)cn1
  KAT2A inh: -6%	FEN1 inhibitor: -3%	N370S GC: -14%

Going on with the list.
Compound | KAT2A inh | FEN1 inhibitor | N370S GC
CCOC(=O)/C(C#N)=C/c1cn(CCC(=O)O)nc1-c1cccc(Cl)c1 | 0% | -1% | 0%
Cc1ccccc1Nc1nc(N)nc(COC(=O)c2cccn2C)n1 | -3% | 14% | 7%
CC(=O)NC1(C(F)(F)F)N=C(c2ccccc2)NC1=O (stereo not given) | 2% | 9% | -9%
COc1cccc(NC(=O)C2CCN(C(=O)N3CC(C)Oc4ccccc43)CC2)c1 (stereo not given) | -3% | 21% | nt
O=C(NCc1ccco1)C(C(=O)c1ccccc1)n1ccccc1=O (stereo not given) | -6% | -10% | -7%
O=C(O)CN1C(=O)C(=O)N(Cc2ccc(Cl)cc2Cl)C1=O | -2% | 4% | -12%
O=C(O)/C=C/C(=O)NCCCc1ccccc1 | -8% | -3% | -3%
Cc1cc(OCC(=O)Nc2ccc(F)c(F)c2)nc(C(C)C)n1 | -6% | -5% | -1%
CC(C)C(=O)N1c2nc(-c3ccco3)nn2C2(CCCCC2)[C@@H]2CCCC[C@@H]21 | -8% | 17% | nt
Cc1ccc(/C=C/C(=O)NCCc2ccccc2)o1 | -4% | 39%[activator] | 4%
Cc1ccc(-n2ncc3c2CC(C)(C)CC3NC(=O)CCc2cccnc2)cc1 (stereo not given) | 1% | 5% | ?
COc1ccc(CC/C(=N\O)C2(O)CCCCC2)cc1 | -5% | -12% | -5%
CCCCCN(C(=O)CCC(=O)OCC(=O)Nc1cccc(SC)c1)c1c(N)n(CCCC)c(=O)[nH]c1=O | -2% | 0% | -8%
COc1ccccc1CCC(=O)N(C)C1CCCN(Cc2ccccc2F)C1 (stereo not given) | -10% | -17% | -1%
O=C(Cn1[nH]c(=O)c2ccccc2c1=O)OCC(=O)N1CCc2ccccc2C1 | 1% | -13% | 2%
CCCCCCC[N+](CC)(CC)CCCCc1ccc(Cl)cc1 | 2% | -4% | -23%
Cc1ccc(CNC(=O)Cn2cnc(S(=O)(=O)N3CCC(C)CC3)c2)o1 | -2% | -10% | -4%
COc1cc(SC)ccc1C(=O)Nc1ccccc1 | -1% | -16% | ?
CN(C)/C=N/c1nc2nccc(-c3ccc(Cl)cc3)n2n1 | -29% | 17% | 25%
Cc1onc(-c2ccccc2)c1C(=O)N1CCN(C)CC1 | 1% | -7% | 4%
Cc1noc(C)c1S(=O)(=O)N1CCCC(C(=O)Nc2ccc(C(C)C)cc2)C1 (stereo not given) | -3% | -2% | nt
COC(=O)CCS(=O)(=O)c1ccc(Cl)cc1 | -1% | -5% | 2%
COc1ccc2cc3c(N)nn(C(=O)Cc4c[nH]c5ccccc45)c3nc2c1 | ? | ? | -2%
Cc1cc(C)c(-n2nnnc2SCC(=O)c2cccs2)c(C)c1 | -3% | -2% | -8%
CCNC(=S)Nc1ccc(S(=O)(=O)Nc2cc(C)nc(C)n2)cc1 | -7% | -3% | -1%
CCS(=O)(=O)c1ccc(O)c(NC(=O)c2ccc(S(=O)(=O)N3CCCCCC3)cc2)c1 | -5% | -3% | nt
O=C(c1cccs1)N(c1cccc(Cl)c1)C1C=CS(=O)(=O)C1 (stereo not given) | -5% | -6% | 1%
C=CCN(c1ccc(C(=O)Nc2ccc(NC(C)=O)cc2)cc1)S(C)(=O)=O | -7% | -9% | 1%
COc1ccc2nc(C)cc(SCC(=O)O)c2c1 | 2%&3% | 6%&1% | 1%&1%
CCc1ccc(-n2c(=O)c3ccccc3n(CC(=O)NCc3ccco3)c2=O)cc1 | -5% | -9% | 21%

Taken from above.
In KAT2A inh, CCNc1nc(Cl)nc(NC2CCCCC2)n1 shows -4%
In KAT2A inh, CN(C)/C=N/c1nc2nccc(-c3ccc(Cl)cc3)n2n1 shows -29%
In FEN1 inhibitor, COc1cc(SC)ccc1C(=O)Nc1ccccc1 shows -16%
In N370S GC, Cc1onc(-c2ccccc2)c1C(=O)N1CCN(C)CC1 shows 4%
In KAT2A inh, CCOC(=O)C1CCCN(c2cc(NCCCO)c([N+](=O)[O-])c3nonc23)C1 (stereo not given) shows 1%

Next part:
Structure	KAT2A inh	FEN1 inhibitor	N370S GC
COC(=O)Cc1c(C)nc2nc(NCc3ccccc3OC)[nH]n2c1=O	-6%	0%	5%
COc1ccc(Nc2ccc(N3C(=O)CC(C)C3=O)cc2[N+](=O)[O-])cn1 (stereo not given)	-2%	-7%	-8%
COc1ccc(CC(=O)O)cc1O	-2%	-10%	-7%
O=C(Nc1ccc(N2CCN(C(=O)c3ccccc3)CC2)cc1)c1ccc([N+](=O)[O-])o1	-4%	-1%	-14%
Cc1cc(C)c2oc(C(=O)Nc3ccc(S(=O)(=O)N4CCCCC4)cc3)cc(=O)c2c1	-5%	18%	nt
Cc1ccc2oc(C(=O)N3CCC(c4nc5ccccc5s4)CC3)c(C)c2c1	-16%	0%	nt
COc1ccc(CCNC(=O)CSCc2ccc(F)cc2)cc1OC	1%	14%	0%
COc1ccc(OC)c(C(=O)c2ccc(C(=O)N3CCN(Cc4csc(C)n4)CC3)cc2)c1	-4%	-7%	-17%
CCCCN(C)CCN1C(=O)C2C(C(=O)Nc3ccc(Cl)cc3)C3C=CC2(O3)C1C(=O)NC1CCCCC1 (stereo not given)	-1%	-9%	-5%
CC(C)CN1CCN(Cc2nc(C(C)C)cs2)CC1CCO (stereo not given)	-2%	3%	0%
CCc1nnc(N2C(=O)c3ccccc3C2(O)c2ccccc2)s1 (stereo not given)	8%	1%	1%
CN(C)CCCNc1c2ccccc2nc2ccccc12	-12%	11µM*	?
COc1ccc(Cl)cc1C(=O)CSc1nnnn1C	1%	-2%	16%
CSc1nc(C)cc(C)c1C(N)=O	-6%	0%	1%
Cc1cccc(C)c1NC(=O)C(Cl)C(=O)c1ccccc1 (stereo not given)	0%	13%	3%
COc1ccc(NS(=O)(=O)c2cc3c(cc2C)N(C(C)=O)CCO3)cc1	-9%&-3%	-5%&10%	-2%
CC(C)(C)c1cnnn1-c1ccc(NC(=O)c2ccc3c(c2)OCO3)cc1	4%	-20%	-11%
Cn1nnnc1SCC(=O)Nc1sccc1C(N)=O	-4%	1%	nt
Cc1c(C(=O)O)sc(=S)n1-c1ccccc1	-6%	0%	-11%
COc1ccc(N2C(=O)CC(N3CCC(O)(c4ccc(Cl)cc4)CC3)C2=O)cc1 (stereo not given)	-5%	0%	1%
COC(=O)CCCCC1SCC2NC(=O)NC21 (stereo not given)	-2%	0%	-25%
COc1ccccc1NS(=O)(=O)c1cc(NC(=O)C2=NNC(=O)CC2)ccc1C	0%	-11%	nt
O=C(CSc1nc2ccccc2[nH]1)Nc1nc(-c2ccccc2)c(-c2ccccc2)o1	-5%	-1%	-7%
O=S(=O)(c1cccc(C(F)(F)F)c1)N1CCCC1c1cccnc1 (stereo not given)	-1%	-7%	0%

Screening data (PubChem BioAssay)

Not all compounds are listed; count on the stated rates, not on these rows.
